Rad51 HR inh – Rad51 (human) homologous recombination inhibition | hRad51 DNA strand exchange, fluorescence dequenching | inhibition, % at 10 µM | 200,000 tested, 0.085% active | AID 1385;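 active = inhibition above 40% at the single screening dose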;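 also: 0% = DMSO control wells and 100% = blanks with heterologous ssDNA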
Target sequence (Q06609 whole entry, looked up): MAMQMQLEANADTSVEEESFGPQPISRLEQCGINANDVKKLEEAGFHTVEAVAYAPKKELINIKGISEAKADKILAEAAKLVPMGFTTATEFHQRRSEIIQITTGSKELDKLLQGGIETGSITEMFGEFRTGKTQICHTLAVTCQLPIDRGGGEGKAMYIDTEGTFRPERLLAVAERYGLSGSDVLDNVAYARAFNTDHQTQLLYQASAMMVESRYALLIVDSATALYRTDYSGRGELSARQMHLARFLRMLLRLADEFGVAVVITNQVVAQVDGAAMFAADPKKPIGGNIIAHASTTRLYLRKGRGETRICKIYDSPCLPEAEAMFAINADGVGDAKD
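System: hRad51 filaments on single-stranded DNA; reagent: Fluorescein- and BHQ1-tagged 47-mer duplex; compound dosing: one concentration, 10 µM final; timing: filaments 15 min 37 °C, then compound 30 min; measured by: fluorescein emission 520 nm, excitation 485 nm; benchmarks: per-plate controls and blanks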
FXIa inh – inhibitors of human coagulation factor XIa; P03951; purified FXIa, Boc-Glu-Ala-Arg-AMC fluorogenic substrate; inhibition, % at 5 µM; 220,000 tested, 0.14% active;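 active = inhibition of at least 40%; inactive = inhibition below 40%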;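 also: fluorescence of freed AMC excited at 355 nm; 0% = enzyme without compound and 100% = no enzyme blank; many of its hits are not listed in these tables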
Wee1 stabilizer – blocks degradation of human Wee1 kinase. AID 1321. HeLa Luc-Wee1K328M stability, luciferase luminescence; 100% = proteasome inhibitor MG132 effect. 220,000 tested, 1.2% active. P30291. reporter increase, % at 5 µM;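 active = activation above the mean of all tested compounds plus 3 SD, set per screening run, cut at about 8.8% in these data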;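 also: cells exposed to compound for 20 h before luminescence read; 0% = DMSO alone and 100% = MG132 at 30 µM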
p97 inhibitor – human p97 ATPase inhibition. P55072. recombinant p97 ATPase, Kinase-Glo ATP luminescence, 3 h. inhibition, % at 8 µM. 220,000 tested, 0.42% active; in the data active = inhibition above about 15%;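 also: 0% = DMSO vehicle and 100% = wells lacking enzyme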
Target sequence (P55072 whole entry, looked up): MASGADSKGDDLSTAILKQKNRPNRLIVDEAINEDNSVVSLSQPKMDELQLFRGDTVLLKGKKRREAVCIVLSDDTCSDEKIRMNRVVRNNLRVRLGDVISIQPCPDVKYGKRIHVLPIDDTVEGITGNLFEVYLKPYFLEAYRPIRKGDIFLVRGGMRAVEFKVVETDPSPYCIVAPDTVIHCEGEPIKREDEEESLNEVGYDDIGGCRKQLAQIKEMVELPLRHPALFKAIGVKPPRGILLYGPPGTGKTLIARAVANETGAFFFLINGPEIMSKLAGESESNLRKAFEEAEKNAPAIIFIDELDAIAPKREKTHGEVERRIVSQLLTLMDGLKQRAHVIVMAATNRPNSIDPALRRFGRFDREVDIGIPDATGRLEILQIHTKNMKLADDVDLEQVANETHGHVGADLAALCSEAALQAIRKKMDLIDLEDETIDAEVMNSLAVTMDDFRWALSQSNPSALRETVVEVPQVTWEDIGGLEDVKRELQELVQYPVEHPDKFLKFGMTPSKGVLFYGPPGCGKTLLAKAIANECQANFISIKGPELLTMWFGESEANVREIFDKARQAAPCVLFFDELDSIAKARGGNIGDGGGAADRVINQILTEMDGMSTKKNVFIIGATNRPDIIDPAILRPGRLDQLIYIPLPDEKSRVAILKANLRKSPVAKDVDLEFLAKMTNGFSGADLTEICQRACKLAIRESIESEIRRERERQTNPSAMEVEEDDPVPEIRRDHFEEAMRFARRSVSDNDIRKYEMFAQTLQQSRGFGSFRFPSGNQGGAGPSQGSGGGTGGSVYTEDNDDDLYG
KLK5 inh – inhibitors of human kallikrein 5. recombinant hK5, fluorogenic AMC substrate cleavage. inhibition, % at 5 µM. 210,000 tested, 0.59% active;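 active = inhibition of 40% or more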;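 also: 0% = enzyme controls without compound and 100% = no-enzyme blanks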
FXIIa inh 1536 – blocks human coagulation factor XIIa protease activity | purified FXIIa, Boc-QGR-AMC fluorogenic substrate, 2 h | inhibition, % at 5 µM | 220,000 tested, 0.3% active; in the data active = inhibition above about 40%;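 also: 0% = enzyme with no compound and 100% = blank without enzyme; many of its hits are not listed in these tables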
14-3-3 Bad inh – disrupts binding of bovine 14-3-3 zeta to phospho-Bad peptide; TR-FRET 14-3-3zeta/Dy647-pBad peptide displacement, 1 h; inhibition, % at 21.7 µM; 220,000 tested, 0.71% active;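 active = inhibition above about 70%, limit read from the data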;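 also: 0% = full 14-3-3 plus peptide FRET controls and 100% = background without 14-3-3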
eIF4E-4G inh – blocks eIF4E binding to eIF4G; P63073+Q04637; TR-FRET eIF4E-eIF4GI(517-606) binding, 2 h; inhibition, % at 21.7 µM; 220,000 tested, 0.37% active;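 active = inhibition above about 30%, limit read from the data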;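 also: 0% = full FRET control wells and 100% = background wells lacking eIF4GI fragment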
Mdm2 ligase inh – inhibitors of human Mdm2 E3 ubiquitin ligase | Q00987 | cell-based MDM2 ubiquitination luciferase reporter, 2 h; 0 = plate control, 100 = twice control, blank-subtracted | signal enhancement, % at 5 µM | 210,000 tested, 0.11% active | AID 1230;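 active = signal enhancement of 30% or more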;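 also: luminescence tracks abundance of the self-degrading MDM2-luciferase fusion protein; higher signal means inhibition of MDM2 E3 ligase activity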
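Buffer or medium: Cells held in DMEM | Assay system: Stable mammalian line carrying autodegrading MDM2–luciferase fusion reporter | Quantity: 2000 cells/well | Times: 4 h settle plus 2 h compound, 37 °C | Doses: One concentration, 5 µM, with 0.2% DMSO | Technique: Luminescence with SteadyLite reagent, 15 min at room temperature | Benchmarks: Plate controls and plate blanks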
Active calls of the source: *; nt = no result given; [ ] = another dose, or the depositor's remark.

Values run as follows: Rad51 HR inh	FXIa inh	Wee1 stabilizer	p97 inhibitor	KLK5 inh	FXIIa inh 1536	14-3-3 Bad inh	eIF4E-4G inh	Mdm2 ligase inh
- COc1ccc(S(=O)(=O)CCC(=O)NCCc2ccc(C)cc2)cc1
 : -5.4	6.2	-1.3	-1.9	-3.0	13.7	-5.3	0.1	2.6
- CC(=O)c1cccc(NC(=O)C2CCN(S(=O)(=O)c3ccccc3)CC2)c1
 : -4.3	2.9	-1.9	1.4	-6.3	12.2	nt	nt	-6.1
- Cc1ccc(-n2nnnc2-c2cccnc2)cc1
 : 1.9	1.3	3.2	10.9	-1.2	3.7	-9.9	-3.1	3.0
- COc1ccc(/C=N/NS(=O)(=O)c2ccccc2)cc1OS(=O)(=O)c1ccccc1
 : 11.3	-5.7	-0.8	3.3	-6.4	11.7	-11.7	1.6	-7.2
- COc1ccc(NC(=O)C2CCN(S(C)(=O)=O)CC2)cc1
 : 1.4	2.4	0.4	2.2	-1.2	7.6	-9.5	9.9[fluorescence artefact?]	nt
- COc1ccc(C2Nc3ccccc3C(=O)N2NC(=O)c2ccccc2)cc1OC (configuration not stated)
 : 31.6	-2.4	-1.5	3.5	-6.1	8.5	-24.4	-3.6	-8.3
- O=C(/C=C/c1c(Cl)cccc1Cl)Nc1ccncc1
 : -8.1	-9.9	3.1	-3.1	-16.3	7.4	-4.2	6.7	-14.0
- Clc1ccc(COc2ccccc2CNCc2cccnc2)cc1
 : -6.6	-1.2	1.4	-2.5	-14.1	1.1	53.5[fluorescence artefact?]	6.3	-16.6
- Cc1ccccc1S(=O)(=O)Cc1ccc(C(=O)NCc2cccs2)o1
 : -11.6	-6.3	-1.3	-1.1	-0.4	6.0	-2.8[fluorescence artefact?]	-0.6	1.8
- Cc1sc2nc(CSc3nnc(Cc4cccs4)n3C3CCCCC3)[nH]c(=O)c2c1C
 : -20.4	-0.6	-1.0	-6.8	-4.2	1.9	3.9[fluorescence artefact?]	5.0[fluorescence artefact?]	-5.2
- C=CCn1c(SCC(=O)N2CCOCC2)nc(O)c(Cc2ccccc2)c1=O
 : -3.3	-2.7	-1.8	1.1	-26.6	4.5	1.1	-6.1[fluorescence artefact?]	-9.5
- N/C(=N\O)c1ccc(N2CCN(c3ncccc3C(F)(F)F)CC2)nc1
 : 3.0	-4.5	1.3	3.9	9.7	2.0	-7.7	-0.5	-4.7
- CC(=O)Nc1ccc2nc(CN3CCN(CC=C(C)C)C(CCO)C3)ccc2c1 (configuration not stated)
 : -5.3	2.4	5.9	2.0	nt	8.1	-13.7	-2.8	-12.0
- COc1ccc(C(=O)NCCc2ccc(S(N)(=O)=O)cc2)cc1OC
 : -6.5	1.3	0.1	3.7	2.7	-6.3	1.8	2.8	11.3
- CCCN1C(=O)/C(=C/c2ccc3c(c2)OCO3)NC1=S
 : -6.2	10.3	-2.0	1.2	-20.0	8.4	-0.1	-1.9	-9.6
- CC1=NC(C)(C)Cc2c(C)cccc21
 : nt	-0.8	-2.9	2.3	9.6	11.8	0.2	2.5	4.4
- CNCCOc1ccc(Cl)c(Cl)c1
 : 6.4	-5.1	-0.8	-1.7	-1.3	2.9	6.5	1.0	-5.5
- CCOC(=O)NC(NCc1ccccc1)(C(F)(F)F)C(F)(F)F
 : 5.4	0.1	-1.9	-0.3	-7.0	3.5	-3.5	-1.2	-12.9
- O=C(CNC(=O)c1ccccc1F)OCC(=O)N1CCCc2ccccc21
 : -1.3	-3.1	-0.2	1.2	-1.8	13.8	-2.3	3.5	-2.5
- O=C(NC(=O)c1ccc(Cl)cc1)OC1CCCCC1
 : 1.6	0.8	2.1	3.8	-3.6	0.1	-4.7	23.7	5.0

Some of the entries so far, with tabs.
SMILES	Rad51 HR inh	FXIa inh	Wee1 stabilizer	p97 inhibitor	KLK5 inh	FXIIa inh 1536	14-3-3 Bad inh	eIF4E-4G inh	Mdm2 ligase inh
COc1ccc(C(=O)NCCc2ccc(S(N)(=O)=O)cc2)cc1OC	-6.5	1.3	0.1	3.7	2.7	-6.3	1.8	2.8	11.3
CCCN1C(=O)/C(=C/c2ccc3c(c2)OCO3)NC1=S	-6.2	10.3	-2.0	1.2	-20.0	8.4	-0.1	-1.9	-9.6

Next section
Values run as follows: Rad51 HR inh	FXIa inh	Wee1 stabilizer	p97 inhibitor	KLK5 inh	FXIIa inh 1536	14-3-3 Bad inh	eIF4E-4G inh	Mdm2 ligase inh
- O=C(Cc1nc2ccccc2[nH]1)N/N=C/c1ccccc1
 : -9.1	-2.5	2.3	9.9	1.0	11.8	1.0[fluorescence artefact?]	4.1	-20.8
- CC[C@@H](C)[C@@H](C(=O)N1CCN(C(=O)OC(C)(C)C)CC1)n1cc(CCCCNC(=O)OC(C)(C)C)nn1
 : -5.9	2.1	-0.1	2.2	4.6	10.6	-0.8	-0.7	nt
- COc1cc(OC)c(OC)cc1/C=C/c1cc(C(=O)O)c2ccccc2n1
 : nt	4.2	1.9	5.8	nt	14.6	-8.1	-1.6	nt
- Cc1noc(C)c1C(=O)NCCC1=CCCCC1
 : -3.5	3.4	-0.2	2.0	26.5	16.9	-14.2	-0.4	5.5
- CCC(c1nnc(SCC(=O)Nc2cc(Cl)ccc2C#N)n1C1CCCCC1)N(C)C (configuration not stated)
 : 6.9	7.2	3.7	4.2	-21.5	11.1	-11.2	0.9	-10.3
- C[C@@H](Nc1nc(-c2ccccc2)nc2c1oc1ccccc12)C(=O)O
 : -0.3	2.4	1.1	1.5	-24.3	18.6	-10.0	-2.3	-17.4
- COC(=O)c1sccc1NC(=O)COc1ccccc1Cl
 : 2.1	5.4	-0.9	5.8	-3.8	8.9	12.0	-8.2	-10.6
- CCCc1cc(-c2[nH]ncc2-c2ccc(C(=O)OCC)o2)c(O)cc1O
 : 0.2	-0.9	-2.5	5.4	-8.2	6.6	-15.2[fluorescence artefact?]	-1.4	-10.0
- CCOC(=O)c1[nH]c(C)c(C(=O)Nc2ccc(C)c(Cl)c2)c1C
 : -4.2	-2.4	4.9	-1.2	-17.6	2.5	4.4	-1.7	-3.3
- C(=N\Nc1nc2ccccc2[nH]1)/c1ccccc1
 : -4.8	0.9	0.6	4.4	4.3	7.8	-21.9	-0.1	10.3
- CSc1nc2ccccc2n1Cc1cccc([N+](=O)[O-])c1
 : 3.0	2.5	-3.2	3.2	-0.7	12.2	-13.8	2.1	-8.6
- COc1ccc(S(=O)(=O)Nc2ccc3c(c2)n(C)c(=O)n3C)cc1
 : -1.4	-3.6	-0.3	4.4	-7.2	3.0	-8.4	2.5	-6.6
- CC1CN(c2c3c(nc4ncnn24)CCCC3)CC(C)O1 (configuration not stated)
 : -9.2	0.9	3.0	-1.4	-2.9	1.9	-4.8	5.6	5.3
- Cc1ccc(NC(=O)CSc2nnnn2C)cc1S(=O)(=O)N(C)C
 : 3.5	-4.2	-1.4	5.4	-28.6	3.1	-22.2[fluorescence artefact?]	-4.5	2.4
- CCOC(=O)/C(=N\Nc1ccc(Br)cc1)N1CCN(c2ccccc2OC)CC1
 : -2.2	-4.4	-1.8	1.9	-0.7	1.9	-16.1	-4.9	-23.0
- CCOC(=O)c1c(NC(=O)CSc2nnnn2CC)sc(C)c1C
 : 6.2	-5.8	-2.7	-6.3	-15.7	13.6	0.0	0.0	-16.9
- O=C(NC(=S)N1CCN(c2nc(-c3ccccc3)cs2)CC1)c1cncc(Br)c1
 : 4.8	-2.5	-0.7	7.6	-1.0	3.0	-41.1	-12.9	1.3
- Cc1ccc2c(c1)N(CCC(=O)NCc1ccc3c(c1)OCO3)C(=O)CO2
 : -5.7	-11.5	-0.5	2.1	-0.3	-5.2	2.0	2.4[fluorescence artefact?]	-15.9
- COc1ccccc1-c1nc2cc3ccccc3cc2nc1-c1ccccc1
 : 4.1	-11.0	-0.3	-2.8	-13.0	-3.1	-1.1	7.2	0.7
- Clc1ccc(-c2nc3cnccn3c2NC2CCCC2)cc1
 : 5.1	3.4	1.7	1.4	-79.5	9.8	11.9[fluorescence artefact?]	7.2[fluorescence artefact?]	-12.2
- O=C(O)C1CSC2(c3ccc(F)cc3)CCC(=O)N12 (configuration not stated)
 : 3.5	-2.7	-2.2	7.4	13.6	2.2	3.3	2.5	-11.9
- COc1ccc2[nH]c(=O)c(CN(C)C(=O)COc3ccccc3)cc2c1
 : -9.4	10.3	-0.7	-2.8	-9.2	16.1	22.5	-9.1	4.0
- CSc1ncc(CN2CCN(C3CCCCC3)C(CCO)C2)cn1 (configuration not stated)
 : -5.6	-1.2	4.5	3.3	4.4	10.7	-13.4	4.2	-4.2
- CC(=O)c1ccc(O)c(CO)c1
 : 0.2	1.1	0.3	4.8	-21.0	0.8	-12.0[fluorescence artefact?]	-6.6	-11.9
- COc1ccccc1/C=C/C=N/NC(=O)CC1C(=O)NN=C1C (configuration not stated)
 : -30.6	3.4	5.5	5.5	3.3	7.8	0.6	2.0	-9.7
- CCOC(=O)CC1=C(C(=O)OCC)C(c2cccnc2)C(C#N)=C(N)O1 (configuration not stated)
 : -2.6	-0.6	-0.6	2.8	-10.3	6.5	-15.7	5.2	-23.6
- COC(=O)c1ccc(C(=O)OC)c(NC(=O)c2cnc3n(c2=O)CCS3)c1
 : -0.1	2.2	-2.1	3.5	8.6	9.4	14.3	2.8	-18.4
- Cc1cc(C)cc(OCC(=O)NNC(=O)c2ccoc2C)c1
 : -1.2	-7.5	-0.7	0.1	-34.9	-11.0	3.0	-5.6	-5.0
- CCOCCCNc1ncc2c(n1)CC(c1ccc(C)cc1)CC2=O (configuration not stated)
 : 0.8	9.0	-0.6	6.8	-9.3	15.8	13.6	12.0	-4.6
- CCOc1ccc2[nH]c(C)c(CN3CCN(CC)CC3)c(=O)c2c1
 : 8.8	-5.1	-1.9	1.3	-13.9	9.9	0.5	3.0	-18.4
- Nc1nc2n(n1)C(c1ccco1)CC(c1ccccc1)N2 (configuration not stated)
 : 3.2	5.1	2.1	2.4	1.4	11.7	4.0	12.6	-12.8
- O=C(NCN1C(=O)C2C3C=CC(C3)C2C1=O)Nc1ccccc1O (configuration not stated)
 : nt	-0.1	-0.5	3.8	nt	13.8	0.0	6.5	-22.7
- O=C1CCC(C(=O)OCc2c(Cl)cccc2Cl)N1 (configuration not stated)
 : -1.7	3.0	2.3	0.8	-2.2	18.4	6.2	0.8	-8.9
- O=C(NNC1=C(C(=O)C(F)(F)F)CCC1)c1ccc(Cl)cc1
 : -6.2	3.0	-2.2	-6.6	-4.2	-6.0	0.1	3.2	-9.2
- CC1(C)CC2CC(C)(CN2C(=S)Nc2ccccc2)C1 (configuration not stated)
 : 3.9	-4.7	-2.1	-4.5	-1.1	5.6	-1.3	-0.8	-19.9
- CCCc1cc(=O)[nH]c(SCC(=O)c2ccc3c(c2)NC(=O)CO3)n1
 : nt	1.7	3.4	5.7	-2.7	2.6	-2.9	-0.8	-13.2
- COc1ccc(C(=O)Oc2cccc3cccnc23)cc1[N+](=O)[O-]
 : -11.7	-4.7	0.7	-2.2	-5.7	2.8	-17.2	-2.1	-7.9
- Cc1ccc(NC(=O)N/C=C/c2ccc(Cl)cc2)cc1
 : nt	-10.0	7.5	3.4	-11.2	1.8	18.7	-0.3	-15.8
- CC1CCCCC1N1CCN(C(=O)c2cccc(F)c2)CC1 (configuration not stated)
 : 7.5	3.3	-0.1	-2.1	-10.0	15.8	68.5[fluorescence artefact?]	-10.3	-11.1
- CCc1cc(C(=O)O)c(NC(=O)c2cc(OC)c(OC)c(OC)c2)s1
 : 13.2	11.2	5.0	4.8	-6.0	1.0	-7.5	-1.5	-0.1

Source: PubChem BioAssay (several laboratories)

The order is random, and some 3.5% of all compounds hit somewhere here.
